# AmpC inh detg = blocks E. coli AmpC beta-lactamase in detergent assay; AID 485294; AmpC hydrolysis of nitrocefin, absorbance 480 nm, 0.01% Triton; Potency, µM (series often up to 114 µM), inactives show at the highest dose activity change, negative = inhibition, actives largely listed as inhibitors; actives 0.041% (n = 370,000);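 note: potency is the fitted concentration of half-maximal effect; 0% = no-compound wells and -100% = no-enzyme wells; nearly all actives have a fitted effect of over 25% in size; some results filed as inactive show a strong effect at the top dose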
# Target sequence (P00811 whole entry, looked up): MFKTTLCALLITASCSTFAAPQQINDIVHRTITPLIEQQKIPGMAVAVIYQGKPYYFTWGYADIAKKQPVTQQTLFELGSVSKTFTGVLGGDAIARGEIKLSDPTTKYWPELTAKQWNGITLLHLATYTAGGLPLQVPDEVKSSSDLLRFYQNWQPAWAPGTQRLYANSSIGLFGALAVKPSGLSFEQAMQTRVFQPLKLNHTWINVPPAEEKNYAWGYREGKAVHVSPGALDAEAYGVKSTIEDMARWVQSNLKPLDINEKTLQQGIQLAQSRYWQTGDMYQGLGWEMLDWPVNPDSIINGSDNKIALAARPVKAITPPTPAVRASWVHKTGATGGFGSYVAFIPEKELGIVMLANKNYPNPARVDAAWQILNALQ
#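 AmpC (5.3 nM in the dispensed reagent) in 20 mM phosphate pH 7.0 with 0.01% (detergent screen) or 0.0001% Triton X-100 was preincubated with compounds for 15 min at room temperature. Nitrocefin was then added from an 800 uM solution, and hydrolysis was followed at 480 nm.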
# Giardia FBPA inh = inhibitors of Giardia lamblia fructose-1,6-bisphosphate aldolase; A8B2U2; purified Giardia FBPA; Potency, µM (highest dose often 59.6 µM), without a hit: top-dose activity, negative = inhibition, hits mostly inhibitors; actives 0.71% (n = 290,000); AID 2451; note: potency is the fitted concentration of half-maximal effect; nearly all actives have a fitted effect of over 55% in size
# Target sequence (A8B2U2 whole entry, looked up): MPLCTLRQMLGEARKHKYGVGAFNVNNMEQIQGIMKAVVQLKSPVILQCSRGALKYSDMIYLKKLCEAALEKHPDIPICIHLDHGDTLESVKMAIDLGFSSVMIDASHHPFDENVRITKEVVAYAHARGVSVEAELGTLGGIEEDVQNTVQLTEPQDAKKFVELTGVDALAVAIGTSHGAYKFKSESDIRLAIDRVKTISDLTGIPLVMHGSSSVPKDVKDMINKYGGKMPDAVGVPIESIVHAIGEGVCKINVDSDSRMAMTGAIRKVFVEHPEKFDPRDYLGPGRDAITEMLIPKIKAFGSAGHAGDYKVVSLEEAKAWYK
#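 Giardia FBPA (40 nM reagent) was preincubated 10 min at RT with compound (up to 57.5 uM final), then substrate plus GAPDH/TPI/NAD/arsenate coupling system with diaphorase/resazurin was added; resorufin fluorescence (525/598 nm) was read after 20 min.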
# HCMV antiviral = inhibitors of human cytomegalovirus; actives 4.5% (n = 410,000); activity change, negative = inhibition, % at 57.5 µM; HFF cells, HCMV-luciferase reporter, 72 h; active compounds read low; in the data active = activity change below about -60%; inconclusive = no clear call, values can overlap the other calls; inactive = above about -39%
#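 HFF cells seeded 16 h at 37C, treated with compounds, infected with luciferase-reporter HCMV at MOI 1 PFU/cell; luciferase read at 72 h post infection, normalized to buffer-only and Salinomycin controls.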
# HCV inh = blocks hepatitis C virus | Huh7.5.1 HCVcc-Cre infection, luciferase reporter, 44 h | Potency, µM (highest dose often 41.8 µM), for inactives: at the top dose activity change, negative = inhibition, hits mostly inhibitors | actives 3.4% (n = 340,000); note: potency is the fitted concentration of half-maximal effect
#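 Seed cells (1,000/well) for 4 h; treat with compound and infect with HCVcc-Cre, moi about 0.5. Incubate 44 h, then detect luciferase activity.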
# Sm TGR block = blocks Schistosoma mansoni thioredoxin glutathione reductase. Potency, µM (highest dose often 114 µM), inactives show top-dose activity change, negative = inhibition, hits mostly inhibitors. Q962Y6. purified TGR, DTNB reduction, TNB absorbance 405 nm. AID 485364. actives 3% (n = 360,000); note: potency is the fitted concentration of half-maximal effect; nearly all actives have a fitted effect of over 60% in size
#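 First, TGR (20 nM dispensed) and NADPH were mixed with compound. Second, a 15 min room-temperature incubation followed. Third, further NADPH and then DTNB were added to start the reaction. Finally, TNB absorbance was monitored kinetically.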
# AmpC no deterg = inhibitors of E. coli AmpC beta-lactamase without detergent; P00811; AmpC nitrocefin hydrolysis, absorbance 480 nm, 0.0001% Triton; Potency, µM (titrated, usually from 57.1 µM), for the others: at the top dose activity change, negative = inhibition, usual class: inhibitors; actives 0.52% (n = 330,000);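 note: potency is the fitted concentration of half-maximal effect; plate controls were no compound for no effect and no enzyme for full effect; nearly all actives have a fitted effect of over 20% in size; some results filed as inactive show a strong effect at the top dose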
#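 20 mM phosphate pH 7.0 + 0.01% (detergent screen) or 0.0001% Triton X-100; 5.3 nM AmpC reagent; cpd preinc 15 min RT; nitrocefin (800 uM stock) to start; A480 q20 s × 4 min; Activity was normalised to no-enzyme and no-compound control wells.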
# * hit, by the source's call; ? = inconclusive; nt = not tested or not shown; & = joins results of further samples; [ ] = another dose, or the depositor's remark. Unless noted, calls come from the whole dose curve; as a rule, active = well fitted curve in the direction sought with a large enough effect; inconclusive = small, poorly fitted or top-dose-only effect, or another doubt; inactive = no such curve, though single readings can be large; an effect the other way counts as inactive or inconclusive. Unless noted, % is set by controls: 0 for no effect and ±100 for the full control effect.
entry	molecule	HCMV antiviral	AmpC no deterg	Giardia FBPA inh	AmpC inh detg	HCV inh	Sm TGR block
1	COCCNC(=O)C1CCN(C(=O)c2cc3sccc3n2Cc2ccc(F)cc2)CC1	nt	181%[activator]	1%	3%	?	-13%
2	N/C(=N\S(=O)(=O)c1cc(C(F)(F)F)cc(C(F)(F)F)c1)c1cccs1	?	-16%	-10%	-1%	?	-9%
3	COc1cccc(-n2c(O)c(C=NCCN3CCNCC3)c(=O)[nH]c2=S)c1	104	41%	-6%	2%	7%	?
4	CC(CS(=O)(=O)c1ccccc1[N+](=O)[O-])N1CCOCC1 (centres undefined)	-81*	-16%	4%	4%	32%[activator]	-6%
5	O=C(Cn1c(-c2cccs2)cc2cc(Cl)ccc21)N1CCCCC1	-13	nt	nt	-1%	nt	5%
6	Cn1c(SCC(=O)N2CCOCC2)nc2c(c1=O)SCC2	-3	-3%	nt	5%	21%	-2%
7	CCCNS(=O)(=O)c1ccc(CCC(=O)NCc2ccc3c(c2)OCO3)cc1	16	-20%	1%	-7%	10%	13%
8	CCCN(CCC)CCCNC(=O)C1CCCN(Cc2nc(-c3ccc(Cl)cc3)oc2C)C1 (centres undefined)	-29	nt	nt	1%	nt	-7%
9	CCOc1cc(NC(=S)NCCCN2CCOCC2)c(OCC)cc1NC(=O)c1ccco1	16	24%	-18%	2%	?	35µM*
10	O=C(NCCc1ccc(F)cc1)C(=O)NCC(c1cccs1)S(=O)(=O)c1ccc(F)cc1 (centres undefined)	-21	nt	nt	1%	nt	-5%
11	Cc1ccc(-c2noc(-c3ccccc3F)n2)cc1	62	-19%	-3%	-9%	-12%	-8%
12	CN1CCN(c2ccc(S(=O)(=O)N3CCCCC3)cc2NC(=O)CCc2ccccc2)CC1	-24	205%[activator]	nt	4%	-21%	0%

# (cont.)
entry	molecule	HCMV antiviral	AmpC no deterg	Giardia FBPA inh	AmpC inh detg	HCV inh	Sm TGR block
13	Cc1c(CCC(=O)NCCCC(=O)O)c(=O)oc2cc3oc4c(c3cc12)CCCC4	?	-8%	2%	-4%	1%	-4%
14	CCc1cc2c(SCC(=O)N(C)C3CCS(=O)(=O)C3)ncnc2s1 (centres undefined)	-20	-4%	0%	3%	17%	-32%
15	CCN(CC)C(=O)CSc1nc(-c2ccccc2)cc(-c2ccc(OC)cc2)c1C#N	-65*	nt	nt	3%	nt	0%
16	CCCS(=O)(=O)N1CCC(C(=O)NCc2ccccc2Cl)CC1	5	-11%	-2%	-8%	16%	3%
17	CC(C)(C)[Si](OCC[C@@H]1C[C@@]1(C)[C@@H](NP(=O)(c1ccccc1)c1ccccc1)c1ccccc1)(c1ccccc1)c1ccccc1	nt	0%	-6%&0%	-12%	2%[8.37 µM]	-15%
18	CC(OC(=O)C1=COCCO1)C(=O)Nc1ccc(Oc2ccccc2)cc1 (centres undefined)	68	22%	-17%	4%	-15%	5%
19	CC(C)(C)c1ccc(C(=O)c2c[nH]c(C(=O)NCc3cccs3)c2)cc1	63	-27%	8%	-14%	-9%	4%
20	C[C@H](NC(=O)c1ccccc1F)C(=O)N1CCC2(CC1)NCCc1[nH]cnc12	-3	-8%	nt	-8%	16%	-8%
21	CC(C)OC(=O)C(C)Nc1n[nH]c(=S)[nH]c1=O (centres undefined)	-18	-5%	-22%	2%	14%	nt
22	Cc1ccc(CNC(=O)C2CCCN(S(=O)(=O)c3ccc(F)cc3)C2)cc1 (centres undefined)	?	22%	nt	0%	-4%	-25%
23	Cc1cc(C)n(-c2ccc(Cl)c(C(=O)Nc3cc(C(F)(F)F)ccc3Cl)n2)n1	-13	-13%	0%	-7%	4%	-3%
24	CCc1ccc(/C=C2\SC(=S)N(CCC(=O)NCCCN3CCOCC3)C2=O)cc1	-74*	179%[activator]	nt	3%	-24%	-11%

# (further entries)
entry	molecule	HCMV antiviral	AmpC no deterg	Giardia FBPA inh	AmpC inh detg	HCV inh	Sm TGR block
25	CCOc1ccc(NC(=O)Nc2nnc(CC)s2)cc1	12	-34%	5%	6%	3%	-2%
26	COc1ccc(-n2c(=S)[nH]c3cc(C(=O)Nc4ccc(OC)c(OC)c4)ccc3c2=O)cc1	1	-2%	7%	-12%	?	-3%
27	CCC(C)c1ccccc1N1CC(C(=O)NCCC2=CCCCC2)CC1=O (centres undefined)	-29	195%[activator]	nt	0%	-21%	2%
28	Cc1ccc(C(=O)COC(=O)c2cn3ccccc3n2)cc1	13	-21%	0%	7%	8%	-5%
29	CCCC(=O)Nc1c2c(nn1-c1ccccc1)CSC2	0	-12%	0%	4%	21%	1%
30	Cc1ccc(CC(NC(=O)c2ccccc2)C(=O)N2CCCC2C(=O)O)cc1 (centres undefined)	-107*	-8%	-9%	-7%	17%	0%
31	O=C(C1CCN(S(=O)(=O)c2cnc[nH]2)CC1)N1CCN(Cc2ccc3c(c2)OCO3)CC1	10	10%	-2%	13%	10%	-1%
32	CCOC(=O)c1ccc(NC(=O)C(C)N(c2ccc(OCC)cc2)S(C)(=O)=O)cc1 (centres undefined)	?	nt	nt	9%	nt	8%
33	COc1ccc(CNC(=O)Cn2c(=O)c3cccn3c3ccccc32)cc1	-20	nt	nt	2%	nt	-6%
34	COc1ccc(C(=O)Nc2nnc(C(F)(F)F)s2)cc1	14	-9%	?	-25%	14%	-26%
35	Cc1ccc(CNC(=O)CN(C(=O)C2(C)CC(=O)N=C3C=CC=CN32)c2cc(C)ccc2C)cc1 (centres undefined)	38	6%	-1%	-11%	1%	-1%
36	COCC(C)NC(=O)Cc1ccc(F)cc1 (centres undefined)	-5	-5%	0%	-8%	16%	-9%

# Continuation.
entry	molecule	HCMV antiviral	AmpC no deterg	Giardia FBPA inh	AmpC inh detg	HCV inh	Sm TGR block
37	O=C(CSc1nnc(NC(=O)c2ccccc2)s1)NC1CCCC1	5	-11%	-4%	0%	16%	8%
38	O=C(c1ccc(NS(=O)(=O)c2ccccc2)cc1)N1CCCC1	-7	-26%	2%	6%	-7%	1%
39	COC(=O)C1=C(C)N(CCc2cc(OC)c(OC)c(OC)c2)C(=O)N[C@H]1c1ccccc1	-16	nt	3%[12.9 µM]	nt	22%	nt
40	O=C(NC1CCCC1)c1ccccc1OCc1ccccc1	?	-30%[11.4 µM]	-25%	-13%	7.9µM*	-12%
41	Oc1c(CN2CCOCC2)cc(COCc2ccccc2)c2cccnc12	-95*	31%	-30%	-6%	?	45µM*
42	Cc1c(Cl)cccc1-n1ncc(C(=O)NC2CCCC2)c1C1CCN(C(=O)OC(C)(C)C)CC1	18	nt	nt	1%	nt	0%
43	CCN1CCN(C(=O)Cn2c(=O)sc3ccccc32)CC1	9	-8%	3%	-11%	5%	7%
44	CC(=O)NC(=O)NC(C)Cc1ccccc1 (centres undefined)	-9	-3%	6%	?	7%	0%
45	CC(=O)Nc1ccc(NC(=O)C2CCN(c3cnccn3)CC2)cc1	-9	nt	nt	23%	nt	1%
46	O=C(CNC(=O)c1ccco1)Nc1ccc(S(=O)(=O)N2CCCC2)cc1	7	-23%	2%	?	2%	?
47	O=C1c2cnc3nc(SCc4ccccc4)nn3c2CC2c3ccccc3CCN12 (centres undefined)	-11	-5%	4%	-11%	?	0%
48	Cc1ccc(SCCN2CCN(Cc3ccccc3)CC2)cc1	?	35%	?	?	-17%	-7%

# (continued)
entry	molecule	HCMV antiviral	AmpC no deterg	Giardia FBPA inh	AmpC inh detg	HCV inh	Sm TGR block
49	COc1ccc(C(=O)NC(=S)NCc2ccco2)cc1	-25	-33%	-12%	-8%	-18%	7.1µM*
50	CN1CC(=O)N(CC(=O)N2N=C(c3ccc(Cl)cc3)CC2c2ccco2)C1=O (centres undefined)	-5	198%[activator]	-13%	-3%	17%	22µM*
51	Cc1c(/C=N/Nc2ccc(F)cc2)c(O)n(C)c(=O)c1C#N	-16	-15%	?	6%	9%	25µM*
52	CCC(C(=O)Nc1ccon1)c1ccccc1 (centres undefined)	37	-17%	0%	-13%	-1%	-2%
53	Cc1cc(C)nc(NN2C(=O)/C(=C/c3ccccc3)SC2=S)n1	-16	-36%	-27%	3%	-8%	-1%
54	CCOCCCn1c(SCC(=O)Nc2cc(C(C)(C)C)nn2-c2ccccc2)nc2ccccc2c1=O	-6	223%[activator]	-5%	-11%	0%	-2%
55	Cn1c2ccccc2c2nnc(SCC(=O)NCc3ccoc3)nc21	-25	-25%	3%	0%	17%	nt
56	Cc1csc(NC(=O)C2CCCN(S(=O)(=O)c3cnc[nH]3)C2)n1 (centres undefined)	22	-13%	2%	-11%	-7%	-1%
57	COc1ccc(CCNC(=O)c2cccnc2)cc1	18	-23%	6%	0%	-2%	-4%

# In another format: entries from further up.
# Below each SMILES – HCMV antiviral | AmpC no deterg | Giardia FBPA inh | AmpC inh detg | HCV inh | Sm TGR block
[13] Cc1c(CCC(=O)NCCCC(=O)O)c(=O)oc2cc3oc4c(c3cc12)CCCC4
    ? | -8% | 2% | -4% | 1% | -4%
[14] CCc1cc2c(SCC(=O)N(C)C3CCS(=O)(=O)C3)ncnc2s1 (centres undefined)
    -20 | -4% | 0% | 3% | 17% | -32%

# Structures listed so far containing an aryl thioether with sulfur outside any ring (8):
entry	molecule	HCMV antiviral	AmpC no deterg	Giardia FBPA inh	AmpC inh detg	HCV inh	Sm TGR block
6	Cn1c(SCC(=O)N2CCOCC2)nc2c(c1=O)SCC2	-3	-3%	nt	5%	21%	-2%
14	CCc1cc2c(SCC(=O)N(C)C3CCS(=O)(=O)C3)ncnc2s1 (centres undefined)	-20	-4%	0%	3%	17%	-32%
15	CCN(CC)C(=O)CSc1nc(-c2ccccc2)cc(-c2ccc(OC)cc2)c1C#N	-65*	nt	nt	3%	nt	0%
37	O=C(CSc1nnc(NC(=O)c2ccccc2)s1)NC1CCCC1	5	-11%	-4%	0%	16%	8%
47	O=C1c2cnc3nc(SCc4ccccc4)nn3c2CC2c3ccccc3CCN12 (centres undefined)	-11	-5%	4%	-11%	?	0%
48	Cc1ccc(SCCN2CCN(Cc3ccccc3)CC2)cc1	?	35%	?	?	-17%	-7%
54	CCOCCCn1c(SCC(=O)Nc2cc(C(C)(C)C)nn2-c2ccccc2)nc2ccccc2c1=O	-6	223%[activator]	-5%	-11%	0%	-2%
55	Cn1c2ccccc2c2nnc(SCC(=O)NCc3ccoc3)nc21	-25	-25%	3%	0%	17%	nt

# From PubChem BioAssay
